Assay outcomes deposited in PubChem by National Center for Advancing Translational Sciences (NCATS).
HP1b chromo inh: inhibitors of HP1-beta chromodomain binding to methylated histone tails | P83916 | AlphaScreen HP1-beta / biotin-H3K9me3 peptide binding | Potency, µM (top dose mostly 114 µM), without a hit: top-dose activity change, negative = inhibition, actives largely listed as inhibitors | 0.56% of 390,000 active | AID 540317; further: potency means the concentration at half of the fitted maximal effect; nearly all actives have a fitted effect of over 70% in size; inactives centre near 23
Target sequence (P83916 whole entry, looked up): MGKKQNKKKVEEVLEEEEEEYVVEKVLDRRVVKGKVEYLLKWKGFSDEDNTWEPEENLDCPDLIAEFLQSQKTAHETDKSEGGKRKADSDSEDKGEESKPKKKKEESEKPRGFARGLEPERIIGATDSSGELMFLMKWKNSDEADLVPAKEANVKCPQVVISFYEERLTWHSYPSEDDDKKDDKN
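AlphaScreen: HP1-beta (50 nM) preformed 30 min with biotin-H3(1-18)K9me3 peptide (50 nM) in PBS pH 7.4, 0.01% Tween-20. Compound added for 30 min at RT, then streptavidin donor/nickel chelate acceptor beads (10 ug/mL) for 30 min.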
IDH1 R132H inh: blocks human mutant IDH1 R132H enzyme. AID 602179. IDH1-R132H enzyme, NADPH consumption, diaphorase/resazurin fluorescence. O75874. 0.093% of 390,000 active. Potency, µM (titrated, usually from 76.6 µM), for inactives: top-dose activity change, negative = inhibition, usual class: inhibitors; further: potency means the concentration at half of the fitted maximal effect; on the % scale 0 is the no-effect control and ±100 the full control effect; nearly all actives have a fitted effect of over 65% in size
Target sequence (O75874 whole entry R132H, stated change not applied): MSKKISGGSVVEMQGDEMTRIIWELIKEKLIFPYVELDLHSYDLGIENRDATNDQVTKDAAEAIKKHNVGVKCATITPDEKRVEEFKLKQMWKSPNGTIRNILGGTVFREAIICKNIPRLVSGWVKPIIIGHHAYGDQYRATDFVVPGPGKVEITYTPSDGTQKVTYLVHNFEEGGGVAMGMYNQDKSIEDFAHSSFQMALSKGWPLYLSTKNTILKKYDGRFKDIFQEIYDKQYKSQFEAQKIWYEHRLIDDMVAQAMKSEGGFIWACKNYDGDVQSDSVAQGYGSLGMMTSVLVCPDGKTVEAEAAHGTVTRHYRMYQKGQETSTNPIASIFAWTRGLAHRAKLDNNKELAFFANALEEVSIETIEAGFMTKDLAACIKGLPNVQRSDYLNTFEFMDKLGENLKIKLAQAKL
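IDH1-R132H (0.5 ug/mL) preincubated 30 min with compound, then NADPH (0.016 mM) and alpha-KG (2 mM) added; 80 min at RT, pH 7.5. Remaining NADPH coupled via diaphorase/resazurin to fluorescence (540/590 nm); concentration-response curves normalized to no-enzyme control.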
PI4K2A inh: inhibitors of human PI4K2A. Q9BTU6. purified PI4K2A, ADP-Glo luminescence, 1 h; active compounds read low. activity change, negative = inhibition, % at 76.9 µM. 0.13% of 420,000 active. AID 1346378; in the data active means activity change below about -50%; inconclusive means mostly about -30% to -49%;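 further: -100% = wells without enzyme as full effect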
Target sequence (Q9BTU6 whole entry, looked up): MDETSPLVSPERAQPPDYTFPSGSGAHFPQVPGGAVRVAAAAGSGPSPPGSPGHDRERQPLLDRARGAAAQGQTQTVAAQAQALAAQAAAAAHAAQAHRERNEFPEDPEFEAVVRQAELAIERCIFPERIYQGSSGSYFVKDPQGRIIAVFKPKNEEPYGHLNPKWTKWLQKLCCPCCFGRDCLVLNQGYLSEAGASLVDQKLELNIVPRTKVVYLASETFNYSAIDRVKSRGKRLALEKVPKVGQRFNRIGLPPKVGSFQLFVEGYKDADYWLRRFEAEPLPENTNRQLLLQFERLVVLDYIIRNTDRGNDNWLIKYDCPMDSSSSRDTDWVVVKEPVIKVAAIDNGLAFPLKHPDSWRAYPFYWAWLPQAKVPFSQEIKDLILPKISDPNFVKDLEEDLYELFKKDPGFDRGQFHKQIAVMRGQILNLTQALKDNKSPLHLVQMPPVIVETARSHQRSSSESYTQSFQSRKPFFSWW
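In this quantitative HTS, ADP production by PI4K2A was quantified luminescently after 1 h at ambient temperature; 100 microM adenosine served as plate-quality control.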
TrxR1 inh: inhibitors of rat thioredoxin reductase 1 | recombinant rTrxR1, NADPH fluorescence consumption, selenite substrate | Potency, µM (highest dose often 114 µM), inactives show at the highest dose activity change, negative = inhibition, usual class: inhibitors | 1% of 390,000 active; further: potency means the concentration at half of the fitted maximal effect; on the % scale 0 is the no-effect control and ±100 the full control effect; nearly all actives have a fitted effect of over 65% in size
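Rat TrxR1 (90 nM in the dispensed reagent) was pre-reduced with 400 uM NADPH for 5 min at room temperature, then incubated with compound for 15 min. After 400 uM selenite was added, NADPH fluorescence (Ex 340/Em 450 nm) was followed for 8 min.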
USP1 inh: blocks the human USP1/UAF1 deubiquitinase complex. recombinant USP1/UAF1, Ub-Rhodamine cleavage fluorescence. Potency, µM (top dose mostly 57.1 µM), without a hit: at the top dose activity change, negative = inhibition, most hits filed as inhibitors. 0.23% of 390,000 active; further: potency means the concentration at half of the fitted maximal effect; on the % scale 0 is the no-effect control and ±100 the full control effect; nearly all actives have a fitted effect of over 60% in size; inactives centre near -12
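In this screen, compounds sit with the deubiquitinase complex (1nM) for 15 min at room temperature before Ub-Rho is added at 150nM final. Fluorescence rise is then followed for 6 reads every 60 seconds.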
TrxR1 substrate: is turned over as a substrate by rat TrxR1 | 0.01% of 390,000 active | purified TrxR1 substrate turnover, NADPH consumption readout | Potency, µM (doses to about 114 µM), for inactives: top-dose activity change, negative = substrate turnover; further: potency means the concentration at half of the fitted maximal effect; on the % scale 0 is the no-effect control and ±100 the full control effect; nearly all actives have a fitted effect of over 50% in size
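Rat TrxR1, dispensed at 90 nM, was prereduced with 400 uM NADPH (final) for 5 min at ~22 deg C, then incubated with compound 15 min before 400 uM selenite. A first-read NADPH fluorescence drop versus no-compound background flagged substrates.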
GLS inh: glutaminase GLS (human) inhibition; O94925; GLS enzymatic activity, qHTS titration; Potency, µM (titrated, usually from 45.5 µM), inactives show at the highest dose activity change, negative = inhibition, hits mostly inhibitors; 0.21% of 410,000 active; further: potency means the concentration at half of the fitted maximal effect; on the % scale 0 is the no-effect control and ±100 the full control effect
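Assay buffer: 45 mM KH2PO4 pH 8.2, 0.02% Tween-20. hKGA acts on L-glutamine (1 mM solution added); product glutamate is reported by an oxidase/peroxidase Amplex Red coupling, with fluorescence taken at baseline and 30 min.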
PGK inhibitor: blocks T. brucei phosphoglycerate kinase; P07378; PGK/GAPDH coupled, Kinase-Glo luminescence, 60 min; Potency, µM (doses to about 57.5 µM), for inactives: at the top dose activity change, negative = inhibition, usual class: inhibitors; 0.043% of 380,000 active; AID 602233; further: potency means the concentration at half of the fitted maximal effect; on the % scale 0 is the no-effect control and ±100 the full control effect; nearly all actives have a fitted effect of over 60% in size
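Recombinant glycosomal PGK reaction used 1,3-bisphosphoglycerate generated in-well by GAPDH (100nM final) in 100mM TEA pH 7.6, 5mM MgCl2, 0.01% Tween-20. After 60 minutes at room temperature, ATP was read by Kinase-Glo Plus luminescence end-point.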
Pin1 inhibitor: human Pin1 inhibition | Pin1 FP peptide displacement, HiFluor488, 10 min | Potency, µM (series often up to 115 µM), without a hit: at the highest dose activity, negative = inhibition, most hits filed as inhibitors | 0.009% of 390,000 active; active means well fitted inhibition curve with a large enough effect in the polarisation, with a control signal flat, not every such curve was filed as active; inconclusive means small, poorly fitted or top-dose-only effect, or effect the other way, or a change in a side signal; inactive means no such curve, though single readings can be large or run the other way; the % refers to the polarisation; further: potency means the concentration at half of the fitted maximal effect; on the % scale 0 is the no-effect control and ±100 the full control effect
* hit, by the source's call; i = inactive; ? = inconclusive; · = no result given; [ ] = dose if it differs, or a comment. Unless noted, the call rests on the fitted dose curve; in most records, active means well fitted curve in the direction sought with a large enough effect; inconclusive means small, poorly fitted or top-dose-only effect, or another doubt; inactive means no such curve, though single readings can be large; an effect the other way counts as inactive or inconclusive.

[1] CCN(CCn1cccn1)Cc1c(C(=O)N2C[C@@H](C)O[C@@H](C)C2)nc2ccc(Cl)cn12
[2] COc1cc2nc(NC(=O)c3ccc(Cl)cc3)[nH]c(=O)c2cc1OC
[3] CC(C)Oc1ccc(CNC(=O)CN2C(=O)CCn3nc(-c4cn(C)c5ccccc45)cc32)cc1
[4] COc1ccc(C(=O)N/C(=C\c2ccc(SC)cc2)C(=O)NCCCn2ccnc2)cc1OC
[5] Cc1cccc2nc3ccccc3nc12
[6] O=C(CSc1nnc(CNC(=O)c2ccccc2)o1)c1ccc(Cl)cc1
[7] COC(=O)[C@@]1(C)[C@H]2C(=O)N(Cc3ccccc3)C(=O)[C@H]2[C@H]2CN=C(SCC3CC3)N21
[8] CC(Sc1nnc(C2CC2)n1-c1ccccc1)C(=O)N1CCNC1=O (centres undefined)

assay / entry,1,2,3,4,5,6,7,8
HP1b chromo inh,30%,47%[activator],-13%[57 µM],23%,19%,32%,52%[activator],28%
IDH1 R132H inh,3%,-2%,1%,5%,-18%,2%,4%[38.3 µM],6%
PI4K2A inh,3,0,0,5,4,-2,-1,-2
TrxR1 inh,8%[57.1 µM],31%,29%[57.1 µM],4%[11.4 µM],5%,10%,9%,23%[57.1 µM]
USP1 inh,2%,-9%,1%,0%,-21%,-23%,-29%,5%
TrxR1 substrate,5%[57.1 µM],1%,6%[57.1 µM],4%[11.4 µM],0%,-1%,3%,4%[57.1 µM]
GLS inh,-7%,-2%,-18%,-1%,-6%,17%,-5%,5%
PGK inhibitor,0%,-4%,4%,-1%,9%,4%,-3%,-4%
Pin1 inhibitor,-1%,-5%,?,-12%,0%,-2%,1%,2%

Gathered by group: the compounds so far with an aryl thioether with sulfur outside any ring (three)
[4] COc1ccc(C(=O)N/C(=C\c2ccc(SC)cc2)C(=O)NCCCn2ccnc2)cc1OC
[6] O=C(CSc1nnc(CNC(=O)c2ccccc2)o1)c1ccc(Cl)cc1
[8] CC(Sc1nnc(C2CC2)n1-c1ccccc1)C(=O)N1CCNC1=O (centres undefined)

assay / entry,4,6,8
HP1b chromo inh,23%,32%,28%
IDH1 R132H inh,5%,2%,6%
PI4K2A inh,5,-2,-2
TrxR1 inh,4%[11.4 µM],10%,23%[57.1 µM]
USP1 inh,0%,-23%,5%
TrxR1 substrate,4%[11.4 µM],-1%,4%[57.1 µM]
GLS inh,-1%,17%,5%
PGK inhibitor,-1%,4%,-4%
Pin1 inhibitor,-12%,-2%,2%

Next records follow:
[9] COc1ccc(NC(=O)CN2C(=O)c3ccccc3S2(=O)=O)cc1OC
[10] O=C(NC(=S)Nc1ccc(S(=O)(=O)Nc2nccs2)cc1)c1ccc(F)c(F)c1
[11] COc1cc(/C=N\NS(=O)(=O)c2ccccc2)cc(OC)c1OC
[12] CC(C)c1ccc(N(CC(=O)NCCSCc2ccco2)S(C)(=O)=O)cc1
[13] CCOC(=O)C(C)Oc1ccc(NC(=O)C(Cl)(Cl)Cl)cc1 (centres undefined)
[14] CCCC1CC(CCc2ccccc2)OS(=O)(=O)N1 (centres undefined)
[15] CCOC(=O)Cn1c(-c2cccnc2Cl)nc2ccccc21
[16] COc1ccc2cc(-c3ccon3)ccc2c1

assay / entry,9,10,11,12,13,14,15,16
HP1b chromo inh,152%[activator],?,43%[activator],27%,12%,25%,15%,49%[activator]
IDH1 R132H inh,6%,-5%,8%,9%,5%,5%,-2%,6%
PI4K2A inh,-1,-1,0,-20,-14,-6,-2,4
TrxR1 inh,-1%[57.1 µM],?,47%[activator],7%[57.1 µM],5%[57.1 µM],7%[57.1 µM],12%,6%
USP1 inh,0%,-10%,-14%,-9%,-11%,-15%,-4%,-7%
TrxR1 substrate,-1%[57.1 µM],-5%,11%[2.29 µM],5%[57.1 µM],7%[57.1 µM],4%[57.1 µM],-1%,11%
GLS inh,2%,38%[activator],2%,21%,5%,1%,10%,1%
PGK inhibitor,3%,i,-2%,-2%,5%,-9%,9%,-1%
Pin1 inhibitor,6%,-10%,-3%,-5%,0%,-1%,-7%,-8%

[17] CCOCCCN(C)C1CCN(C(=O)c2oc3ccccc3c2NC(=O)c2ccc(F)cc2)CC1
[18] CN(C)c1ccc(NS(=O)(=O)c2cccc(Cl)c2)cc1
[19] CCOc1ccccc1-c1cc(-c2n[nH]c(=S)n2CC)c2ccccc2n1
[20] CCn1c(O)c(C2=c3ccccc3=NC2=O)c2cc(Br)ccc21
[21] O=C1C(NS(=O)(=O)c2cccs2)=C(N2CCOCC2)C(=O)c2ccccc21
[22] CC(C)(C)[C@H]1COC(=O)[C@@H](NC(=O)OCC2c3ccccc3-c3ccccc32)C/C=C\C[C@@H](CC(=O)N[C@@H](CO)Cc2ccccc2)C(=O)N1
[23] CC(=O)c1ccc(NC(=S)NC(=O)/C=C/c2ccccc2)cc1
[24] Cc1ccc2nc(SCC(=O)N3CCN(c4ccccc4)CC3)nc(=O)n2c1

assay / entry,17,18,19,20,21,22,23,24
HP1b chromo inh,35%,?,17%,7%,?,34%,14%,2%
IDH1 R132H inh,12%,3%,5%,-8%,1%,-9%,2%,-4%
PI4K2A inh,-1,1,4,-1,?,3,-4,-4
TrxR1 inh,17%,8%,23%,3%[57.1 µM],-22%,-2%,14%,2%
USP1 inh,-21%,-7%,0%,-17%,-21%,-23%,-27%,-15%
TrxR1 substrate,4%,1%,15%,-4%[57.1 µM],-2%,-6%,3%,3%
GLS inh,4%,27%,-8%,-5%,-2%,2%,2%,-5%
PGK inhibitor,i,2%,-5%,-10%,0%,-10%,-8%,0%
Pin1 inhibitor,1%,2%,-1%,-12%,9%,4%,4%,5%

[25] O=C(Nc1cccc([N+](=O)[O-])c1)c1ccc(N2CCCC2=O)cc1
[26] O=C(CCNC(=O)c1ccc([N+](=O)[O-])cc1)Nc1cccc(S(=O)(=O)N2CCCCCC2)c1
[27] CC(C)c1ccc(CNc2nc(-c3ccco3)nn2S(=O)(=O)c2ccc3ccccc3c2)cc1
[28] O=S(=O)(c1ccc(Br)cc1)c1nnn2c1nc(N1CCOCC1)c1sccc12
[29] Cc1ccc2c(c1)nnn2C1CCN(S(=O)(=O)c2ccc(C(=O)N(C)C3CCCCC3)cc2)CC1
[30] O=C(Nc1cccc2cccnc12)OC(Cl)(Cl)Cl
[31] S=C(NC1CCCC1)N1CCOCC1
[32] C[C@@H](CO)NC(=O)c1[nH]cnc1C(=O)Nc1ccc(CNC(=O)OC(C)(C)C)cc1

assay / entry,25,26,27,28,29,30,31,32
HP1b chromo inh,26%,4%,20%,50%,5%,30%,44%[activator],·
IDH1 R132H inh,-7%,0%,-29%,8%,0%,·,-4%,-9%
PI4K2A inh,4,-2,-8,1,-2,·,1,-3
TrxR1 inh,10%[57.1 µM],9%,7%,14%,15%,-21%,7%,·
USP1 inh,-8%,-6%,3%,0%,-3%,·,-11%,-12%
TrxR1 substrate,-1%,-6%,-6%,3%,-3%,1%,0%,·
GLS inh,1%,4%,3%,-5%,-1%,·,6%,-1%
PGK inhibitor,-2%,-4%,-1%,-4%,-9%,·,1%,0%
Pin1 inhibitor,4%,?,3%,24%,-2%,61%[activator],-2%,·

[33] c1ccc(Nc2nc(N3CCCC3)nc(N3CCCC3)n2)cc1
[34] CCC(=O)N1c2ccccc2CC1C(=O)NCCCN1CCN(c2cc(C)ccc2C)CC1 (centres undefined)
[35] CCCC(=O)NC(C)c1nc(-c2ccc(C)cc2)no1 (centres undefined)
[36] CN(C)S(=O)(=O)N1CCCC(C(=O)c2ccc(-c3ccccc3)c(F)c2)C1 (centres undefined)
[37] CCC1=NNC(=O)C(CC(=O)Nc2ccccc2)c2cc(OC)c(OC)cc21 (centres undefined)
[38] CNc1nnc(-c2ccncc2)s1
[39] COc1ccc2c(c1)c1c(c(=O)n(Cc3ccccc3)c(=O)n1Cc1cccc(Cl)c1)n2C
[40] Cc1ccc(NC(=O)c2ccc(Cl)c(S(=O)(=O)N3CCc4ccccc43)c2)nc1
[41] COc1ccccc1NC(=O)CN1C(=O)CC(C)S(=O)(=O)c2ccccc21 (centres undefined)
[42] CCOc1ccccc1NC(=O)c1cc2cc3cc(C)ccc3nc2s1
[43] CC(C)(C)NS(=O)(=O)NC(=O)C1=C(N2CCCC2)COC1=O

assay / entry,33,34,35,36,37,38,39,40,41,42,43
HP1b chromo inh,37%,55%[activator],42%[activator],105%[activator],36%,16%,65%[activator],34%,7%,8%[57 µM],36%
IDH1 R132H inh,1%,11%,-6%,1%,2%,-1%,16%,-5%,2%,-10%,-10%
PI4K2A inh,1,0,1,-1,-2,9,3,-1,-5,2,-1
TrxR1 inh,18%,10%[57.1 µM],7%[57.1 µM],25%,9%,-20%,14%,11%[57.1 µM],-2%,18%[57.1 µM],17%[57.1 µM]
USP1 inh,-15%,-29%,-14%,-22%,-20%,-19%,-9%,-11%,-4%,?,12%
TrxR1 substrate,9%[57.1 µM],4%[57.1 µM],7%,-1%,-2%,358%[activator],11%,-2%[57.1 µM],-6%,4%[57.1 µM],7%[57.1 µM]
GLS inh,1%,4%,0%,5%,-12%,-3%,1%,4%,9%,-6%,8%
PGK inhibitor,4%,-6%,0%,-7%,i,6%,-6%,-7%,-9%,-6%,4%
Pin1 inhibitor,?,0%,5%,5%,1%,-1%,-1%,26%,-4%,-8%,4%

This is a subset (hit frequency here may not be typical).
